PPC-1+TRAIL kill = PPC-1 cancer cell killing with TRAIL present. AID 1443. 220,000 tested, 0.41% active. cell killing (% activity), % at 4 µM. PPC-1 cells + TRAIL, ATPLite viability luminescence;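 active means cell killing above 50% in the first pass at 4 µM, then a duplicate retest at 5 µM averaging 50% or more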;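 further: plate controls were cells with TRAIL plus DMSO for no effect and medium-only wells lacking cells for full effect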
Furin inhibitor = human furin inhibition; P09958; purified furin, fluorogenic substrate cleavage; inhibition, % at 30 µM; 220,000 tested, 0.061% active; in the data active means inhibition above about 25%; further: inactives centre near -15
m-calpain inh = inhibitors of pig calpain II | purified calpain II, fluorogenic peptide substrate, 30 min | inhibition, % at 16 µM | 220,000 tested, 0.37% active;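 active means inhibition above about 50%, limit read from the data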
Cl transport mod = KCC2 (human) Cl- transport modulation; KCC2 cells, thallium flux FluoZin-2 fluorescence; B-score of Tl+ flux slope (higher = more flux/activation; lower = inhibition) at 10 µM; 190,000 tested, 2.2% active; AID 1456;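 active means thallium flux slope and its plate-corrected score both differing from the plate sample mean at a set confidence after two filtering rounds, in either direction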;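 further: slope of fluorescence scaled to starting intensity during 10 to 20 s after thallium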
TRPML3 ag = agonists of human TRPML3 channel; Q8TDD5; HEK293 TRPML3-YFP, Fluo-8 calcium fluorescence; 100% = the carbachol control signal; activation, % at 3 µM; 220,000 tested, 0.29% active;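 active means activation above its plate's cutoff, the mean activation of the plate's test wells plus 3 SD, cut at about 12% in these data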;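 further: 0% = DMSO only wells and 100% = carbachol wells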
Target sequence (Q8TDD5 whole entry, looked up): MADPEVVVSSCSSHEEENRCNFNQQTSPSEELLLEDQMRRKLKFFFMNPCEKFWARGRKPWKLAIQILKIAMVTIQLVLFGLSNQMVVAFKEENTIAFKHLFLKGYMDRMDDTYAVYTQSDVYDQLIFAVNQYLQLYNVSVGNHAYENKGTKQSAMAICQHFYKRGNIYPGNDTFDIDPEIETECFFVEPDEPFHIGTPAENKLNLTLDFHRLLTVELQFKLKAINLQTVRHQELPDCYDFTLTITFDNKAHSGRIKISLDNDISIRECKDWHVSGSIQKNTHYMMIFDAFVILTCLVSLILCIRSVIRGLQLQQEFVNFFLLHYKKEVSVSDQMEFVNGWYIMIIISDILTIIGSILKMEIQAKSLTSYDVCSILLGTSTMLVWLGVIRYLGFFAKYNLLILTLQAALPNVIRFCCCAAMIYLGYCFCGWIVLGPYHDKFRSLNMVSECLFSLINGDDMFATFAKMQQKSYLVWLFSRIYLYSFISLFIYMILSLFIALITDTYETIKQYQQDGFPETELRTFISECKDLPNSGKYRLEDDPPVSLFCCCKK
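Material: HEK293 cells stably carrying human TRPML3-YFP; compound dosing: single dose, 3 µM final nominal compound, 0.3% DMSO final; incubation: 1-h 37 °C dye load, 5-s basal, 120-s post-compound reads; technique: Fluo-8 intracellular calcium fluorescence, excitation 470-495 nm, emission 515-575 nm; read-out basis: percent activation from peak-to-basal fluorescence ratio, scaled between DMSO and carbachol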
Thrombin inh = thrombin (human) inhibition | 220,000 tested, 0.26% active | alpha-thrombin, Boc-VPR-AMC fluorogenic substrate cleavage | inhibition, % at 5 µM | P00734;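 active means inhibition at or above 40%; inactive means inhibition below 40%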;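 further: 0% = enzyme with no compound and 100% = wells without enzyme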
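Material: human alpha-thrombin enzyme / Medium: pH 7.5 Tris (50 mM) with NaCl 150 mM, Tween 20 0.05% / Compound: single-point dosing at 5 µM, 0.2% DMSO / Incubation: enzyme reaction carried out at room temperature / Detection: AMC fluorescence, 355/460 nm / Read-out basis: percent inhibition scaled between no-compound controls and no-enzyme blanks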
TRPN1 ag = activates the zebrafish TRPN1 channel. HEK293 zebrafish TRPN1-YFP, Fluo-8 calcium fluorescence; 100% = response to 87 µM carbachol. activation, % at 3 µM. 220,000 tested, 0.18% active;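 active means activation above its plate's cutoff, the mean activation of test wells on that plate plus 3 SD, cut at about 19% in these data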;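 further: 0% = DMSO alone and 100% = 87 µM carbachol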
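Assay system: Zebrafish TRPN1-YFP in HEK293 cells | Incubation: Dye loading 1 h at 37 °C, then 30 min room temperature | Measured by: Kinetic Fluo-8 fluorescence, ex 470-495, em 515-575 nm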
TbHK1 inh = blocks Trypanosoma brucei hexokinase 1 activity. recombinant TbHK1, G6PDH-coupled NADH A340. inhibition, % at 10 µM. 220,000 tested, 0.11% active. AID 1430;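 active means inhibition of 50% or more in the single-dose primary screen; inactive means inhibition below 50%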
EBV gp42 inh = blocks Epstein-Barr virus glycoprotein 42 binding; 220,000 tested, 0.42% active; inhibition, % (tested at 21.74 µM); Fluorescence polarization binding assay, mP read-out; Q1HVG2; in the data active means inhibition above about 50%
Target sequence (Q1HVG2 whole entry, looked up): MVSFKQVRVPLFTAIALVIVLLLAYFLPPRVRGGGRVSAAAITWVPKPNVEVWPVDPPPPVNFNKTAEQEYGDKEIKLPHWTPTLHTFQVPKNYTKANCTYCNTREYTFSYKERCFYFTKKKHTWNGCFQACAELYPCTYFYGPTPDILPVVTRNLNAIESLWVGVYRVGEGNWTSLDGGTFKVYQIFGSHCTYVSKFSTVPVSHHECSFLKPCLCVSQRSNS
* marks the source's active call; other numbers are inactive results; . = no result given; [ ] = remark or other dose. Random draw from the library. About 3.6% of those tested had a hit in this group.

mol	PPC-1+TRAIL kill	Furin inhibitor	m-calpain inh	Cl transport mod	TRPML3 ag	Thrombin inh	TRPN1 ag	TbHK1 inh	EBV gp42 inh
CC1(C)NC(=O)N(CCOCCOc2ccc3ccccc3c2Br)C1=O	27.8	-13.3[20 µM]	11.6	.	0.5	1.6	0.2	-3.4	6.9
Cc1ccc(-c2cc(-c3ccccc3)[nH]c(=S)c2C#N)cc1	16.6	-26.2[20 µM]	-58.3	.	0.5	-9.2	-0.1	-10.5	-2.4
C=CCN1C(=O)CSc2ccc(C(=O)OCC)cc21	20.7	-6.9	18.0	-0.8	-1.5	-5.3	-2.7	-0.2	3.0
CC1(CCc2ccccc2)NC(=S)N(c2ccc(Cl)cc2)N1 (stereo not drawn)	18.0	-23.1	-7.0	-0.0301	0.7	-4.4	0.3	0.6	15.2
NC(=O)NOCc1ccccc1	-5.9	-4.9	14.8	1.08	0.6	11.9	-1.3	10.2	3.9
Cn1c(=O)c2[nH]c(SCC(=O)c3ccc(F)cc3)nc2n(C)c1=O	-17.7	-27.0	3.5	-0.48	0.8	-2.8	3.0	-7.2	-22.7
CC(=O)Nc1ccc(S(=O)(=O)Oc2ccc(C=O)cc2)cc1	21.5	-1.0	4.3	-0.0606	0.6	1.8	0.6	32.4	-2.5
O=C(CSc1nnc(-c2ccccc2F)n1C1CCCCC1)N1CCCC1	8.3	-29.5	-29.2	-0.0403	0.0	2.8	0.6	2.8	-9.6

The listing continues.
mol	PPC-1+TRAIL kill	Furin inhibitor	m-calpain inh	Cl transport mod	TRPML3 ag	Thrombin inh	TRPN1 ag	TbHK1 inh	EBV gp42 inh
COc1ccc(Cn2c(=O)[nH]c3cc(C(=O)NCCCN4CCCCC4)ccc3c2=O)cc1	-1.1	-26.2	-30.1	-0.795	1.2	-3.2	1.2	4.8	6.6
CCOC(=O)c1c(C)[nH]c(C)c1-c1ccccc1OC	-1.9	-3.9	17.8	-3.56	0.0	0.1	-2.3	0.0	-19.5
COc1cccc(C(=O)C2CCCN(Cc3ccc(OC)c(Cn4cncn4)c3)C2)c1 (stereo not drawn)	14.4	-15.6	-7.5	0.739	0.1	-6.9	1.4	-16.0	0.4
COc1ccc(NC(=O)[C@H](CCS(C)(=O)=O)N2Cc3ccccc3C2=O)c(OC)c1	-13.9	-37.4	-35.2	.	0.0	-11.5	-0.2	0.9	-3.9
COC(=O)c1c(NC(=O)CSc2nnc3ccccn23)sc2c1CCC2	-5.7	-5.4	-35.2	-0.486	-0.4	0.2	-2.6	24.9	-1.4
Cc1cccc2cc(CN(Cc3nnnn3Cc3ccccc3)C3CCCC3)c(=O)[nH]c12	1.2	17.2[20 µM]	-23.2	.	0.0	-1.7	1.1	-8.1	-1.1
Cc1cc(C)c(C(=O)COC(=O)[C@H](C)Nc2ccc(C(F)(F)F)cc2[N+](=O)[O-])c(C)c1	21.3	-24.9[20 µM]	-2.6	-0.377	0.5	-6.2	-0.8	-11.4	22.6
CSc1nnc(-c2cc3c(-c4ccccc4)nn(C)c3s2)n1C	12.8	-5.3[20 µM]	-29.3	.	-0.9	-7.2	0.5	-11.5	-15.8

Later entries:
mol	PPC-1+TRAIL kill	Furin inhibitor	m-calpain inh	Cl transport mod	TRPML3 ag	Thrombin inh	TRPN1 ag	TbHK1 inh	EBV gp42 inh
COCCCNC(=S)N/N=C/c1ccc2ccccc2c1	9.1	3.4	9.7	.	0.0	-5.2	-1.7	-30.6	-2.8
C/C(=N\NC(N)=S)C1C2C3CC4C5CC(C42)C1C53 (stereo not drawn)	-11.0	-27.6	-21.8	0.987	0.3	4.7	-1.6	-3.4	-18.9
NC(=O)N/N=C/c1ccc2cccc(OCc3ccccc3)c2n1	7.9	-2.4	-298.2	0.15	0.1	3.4	1.8	-18.1	-30.1
COc1ccc(NC(=O)NCCCN2CCN(c3ccccc3F)CC2)cc1	8.5	-7.6	7.3	-0.888	1.3	-4.7	0.2	-6.1	-8.1
Cc1cccc(C(C)C)c1NC(=O)COC(=O)Cc1ccsc1	-2.6	-15.6	-6.5	0.711	-0.1	-10.5	-1.1	1.2	-3.3
Cc1nc(NC(=O)CCl)sc1C(=O)N(C)C	11.5	-32.9	-28.7	0.0333	0.5	-4.5	1.0	-3.9	-1.6
COc1ccccc1Cn1cccc1C=O	-45.4	-14.5	12.7	0.115	0.2	1.1	0.1	4.4	5.8
Oc1ccccc1CNc1ccc(OC(F)(F)F)cc1	10.8	-29.5	26.6	0.0311	2.2	0.8	1.8	-3.8	-6.6

Next part
mol	PPC-1+TRAIL kill	Furin inhibitor	m-calpain inh	Cl transport mod	TRPML3 ag	Thrombin inh	TRPN1 ag	TbHK1 inh	EBV gp42 inh
CCOc1cccc(C(=O)Nc2cccc(NC(=O)c3ccco3)c2)c1	16.2	-21.0	0.4	-0.934	0.7	-11.0	0.4	-0.5	-17.6
Cc1ccc(S(=O)(=O)N2C(=O)CCC2C(=O)N2CCN(C)CC2)cc1 (stereo not drawn)	-1.8	-18.4[20 µM]	24.8	.	0.4	0.9	0.4	2.2	-5.1
C=CCn1c(SCc2cc(=O)n3cc(C)ccc3n2)nnc1-c1cccc(C)c1	11.5	1.1	3.8	-0.109	0.3	-2.4	2.2	18.0	-13.1
CC(C)COc1ccc(C(=O)Nc2scc(-c3ccc(Cl)cc3Cl)c2C(N)=O)cc1	10.1	-33.3	-202.8	0.384	0.1	8.2	0.9	-17.3	-19.0
COc1cccc(/C=C2\N=C(c3c(-c4ccccc4)noc3C)OC2=O)c1OC	45.2	-8.9[20 µM]	-20.6	1.2	-0.3	0.2	-0.3	-3.9	-15.6
CC1=C(C(N)=O)C(c2ccc(Cl)cc2)NC(=O)N1 (stereo not drawn)	.	-26.9	5.7	-0.397	0.2	17.2	0.5	6.6	-4.2
CN(c1ccc(OCC(=O)OCC(=O)NC2CCCC2)cc1)S(=O)(=O)c1ccc2ccccc2c1	13.1	-17.8	30.1	-1.4	1.6	-2.4	0.4	-2.6	-0.9
CC(C)CCn1c(CN2CCN(Cc3ccccc3)CC2)nc2c1c(=O)n(C)c(=O)n2C	3.0	-18.0	-33.3	-0.715	0.3	4.8	0.6	-14.6	-3.0

Results in Cl transport mod, TRPML3 ag and EBV gp42 inh, for some of the entries so far:
SMILES	Cl transport mod	TRPML3 ag	EBV gp42 inh
CCOc1cccc(C(=O)Nc2cccc(NC(=O)c3ccco3)c2)c1	-0.934	0.7	-17.6
Cc1ccc(S(=O)(=O)N2C(=O)CCC2C(=O)N2CCN(C)CC2)cc1 (stereo not drawn)	.	0.4	-5.1
C=CCn1c(SCc2cc(=O)n3cc(C)ccc3n2)nnc1-c1cccc(C)c1	-0.109	0.3	-13.1

Next section.
mol	PPC-1+TRAIL kill	Furin inhibitor	m-calpain inh	Cl transport mod	TRPML3 ag	Thrombin inh	TRPN1 ag	TbHK1 inh	EBV gp42 inh
CSc1cccc(NC(=S)N(C(C)C)C(C)c2ccccn2)c1 (stereo not drawn)	9.2	-16.1	3.2	-2.81	0.9	-1.8	0.4	0.0	-4.4
CCn1cc(CNC(=S)Nc2cccc(Cl)c2C)cn1	-5.3	-12.9	4.5	1.52	0.0	-3.2	0.1	0.3	5.5
COc1cccc2cc(-c3nnc(SCC(=O)Nc4nc(C)cs4)n3C)oc12	9.6	-33.0	13.5	-2.96*	-1.3	-0.8	-0.8	-0.3	-15.0
[O-][n+]1c2c(nn1-c1ccccc1)/C(=N/O)CCC2	3.1	-26.7	-13.6	0.901	0.6	-0.7	1.4	-2.2	-3.6
CCCc1nc2n[nH]c(N)c2c2c1COC(C)(C)C2	22.4	-16.4[20 µM]	1.5	-0.0105	0.3	-4.9	0.9	-2.6	-20.1
CCN(/N=C/c1cccs1)c1cc(=O)n(C)c(=O)[nH]1	4.4	-8.6[20 µM]	10.4	0.484	-0.5	2.9	0.9	-83.9	-17.4
Cn1c(O)c(C=Nc2ccc(Br)cc2)sc1=O	20.2	-24.0	-26.2	0.413	0.5	-0.2	0.8	-2.3	1.6
Cc1cc(C)c(OCCCCNCc2ccccc2)c(Cl)c1	12.5	-9.4	8.3	0.624	0.6	0.7	-0.8	13.8	-7.1

Continuation:
mol	PPC-1+TRAIL kill	Furin inhibitor	m-calpain inh	Cl transport mod	TRPML3 ag	Thrombin inh	TRPN1 ag	TbHK1 inh	EBV gp42 inh
CN(C)CCNc1oc(/C=C/c2ccccc2)nc1C#N	17.3	-247.9	-459.4	-0.00727	1.0	-8.0	1.2	-42.0	11.9
COC(=O)C(C(=O)OC)c1ncccc1[N+](=O)[O-]	-6.9	-9.1	2.9	.	1.1	-2.7	0.6	5.0	-13.9
N=c1c(-c2nc3ccccc3[nH]2)cc(C(=O)c2cccs2)nn1-c1ccc(Cl)cc1	.	-14.5[20 µM]	.	0.12	0.5	.	-1.8	-5.1	.
CCO[C@@H]1OC(C(=O)NCc2nc3ccccc3[nH]2)=C[C@H](c2ccccc2)[C@H]1CCCO	7.1	-29.4	13.5	-0.0471	0.2	-3.7	2.0	-5.0	3.5
O=C(NCC1CCN(S(=O)(=O)c2ccccc2)CC1)Nc1ccc(F)cc1F	9.6	-10.9	5.4	-0.407	0.8	-3.3	1.6	-4.6	-10.1
O=C(C1CC1)N1CCc2cc(Br)cc(S(=O)(=O)NC3CCCCC3)c21	10.8	-17.5	53.4*	-0.676	-0.1	2.3	-0.4	-5.6	7.8
CCN(CC)S(=O)(=O)c1ccc(N2CCOCC2)c(NC(=O)CC23CC4CC(CC(Br)(C4)C2)C3)c1	11.7	-7.3	19.6	0.25	0.0	-11.4	0.2	34.4	-7.0
COc1cc(/C=C/C(=O)O)cc(S(=O)(=O)N2CCc3ccccc32)c1OC	11.4	-9.3	-40.0	-0.618	0.8	-6.8	-0.5	-0.2	-2.3

Going on with the list:
mol	PPC-1+TRAIL kill	Furin inhibitor	m-calpain inh	Cl transport mod	TRPML3 ag	Thrombin inh	TRPN1 ag	TbHK1 inh	EBV gp42 inh
COc1ccc(Cl)cc1S(=O)(=O)N1CCCC(C(=O)NCC(N)=O)C1 (stereo not drawn)	.	-17.0	.	.	0.1	.	1.9	4.8	.
Cc1ccc(C(C(=O)NC(C)(C)C)N(Cc2ccco2)C(=O)Cn2nnc(-c3cccs3)n2)cc1 (stereo not drawn)	22.5	-13.6[20 µM]	4.6	-0.0843	0.4	-0.6	-1.6	0.7	-6.6
COc1ccc(-c2nnc3sc(-c4ccco4)nn23)cc1OC	19.6	-9.1	-45.9	0.613	0.3	-6.2	1.5	1.1	-8.4
CCN1C(=O)/C(=C/c2ccc(C)s2)NC1=S	5.0	-8.6[20 µM]	27.1	.	0.8	-2.1	0.1	-10.1	-5.3
